MEKK2wt PB1 HTS – raises or lowers MEK5 binding to wildtype human MEKK2 PB1 domain; Q9Y2U5; bead flow cytometry, Alexa488-MEK5 binding to MEKK2 WT; actives lie on both sides; binding response (% of control), % at 10 µM; 1.1% of 290,000 active; in the data active = binding response below about 67% or above about 130%
GalR3 antagonist – antagonists of human GalR3. O60755. HEK293 GalR3-CNG cAMP membrane potential fluorescence; galR3 body fused to GalR1 C-terminus. inhibition, % at 3 µM. 0.44% of 360,000 active. AID 651719;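 active = inhibition above the screen-wide average plus 3 SD, cut at about 13% in these data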;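 note: forskolin and galanin both at EC90 stimulate the cells; cAMP rise reported by CNG channel membrane potential dye signal; 0% = forskolin plus galanin with DMSO and 100% = forskolin alone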
Target sequence (O60755 1-299 limits assumed): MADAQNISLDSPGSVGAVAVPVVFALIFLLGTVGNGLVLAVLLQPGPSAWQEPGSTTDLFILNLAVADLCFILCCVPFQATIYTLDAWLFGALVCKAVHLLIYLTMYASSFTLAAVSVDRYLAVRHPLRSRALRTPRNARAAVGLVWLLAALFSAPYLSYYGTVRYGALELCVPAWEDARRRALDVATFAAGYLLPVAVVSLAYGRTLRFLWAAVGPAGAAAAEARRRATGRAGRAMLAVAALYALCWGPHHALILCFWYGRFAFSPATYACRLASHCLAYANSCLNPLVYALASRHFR
CRFR2-BP antag – CRF-BP/CRF-R2 complex antagonism; 0.59% of 350,000 active; AID 588475; HEK293 CRF-R2/CRF-BP, CRF-induced calcium fluorescence; inhibition, % at 11.8 µM;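 active = inhibition of the ligand-induced calcium signal above about 50% at the single tested concentration, limit read from the data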
UBC9 SUMO inh – blocks human SUMOylation mediated by UBC9. 0.36% of 290,000 active. HTRF SUMOylation assay, SAE1/SAE2 + UBC9, in vitro. inhibition, % at 35 µM; in the data active = inhibition above about 50%, passing the limit was not always enough; note: strong numbers were not always called active
Target sequence (P63279 whole entry, looked up): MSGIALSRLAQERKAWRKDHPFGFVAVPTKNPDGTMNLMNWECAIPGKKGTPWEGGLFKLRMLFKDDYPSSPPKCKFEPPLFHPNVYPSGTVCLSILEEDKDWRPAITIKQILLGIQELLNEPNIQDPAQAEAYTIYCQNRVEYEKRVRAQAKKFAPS
NS3 helicase inh – blocks Hepatitis C virus NS3 helicase unwinding; NS3 helicase DNA unwinding, Cy5 molecular beacon fluorescence; inhibition, % at 10.9 µM; 0.56% of 290,000 active; AID 1800;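 active = inhibition above the mean of all tested compounds plus 3 SD, set per campaign, cut at about 35% in these data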;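 note: 0% = DMSO wells and 100% = thioflavine S control wells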
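Compound dosing – single dose, 10.9 µM nominal final, DMSO 0.8% final · System – NS3 helicase fragment of HCV · Buffer or medium – MOPS pH 6.5, MgCl2, DTT, Tween20, BSA · Signal – Cy5 beacon fluorescence read at start and 1 h · Also added – annealed dual-labelled DNA beacon duplex, ATP-started · Schedule – 1 h at 25 °C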
FID counter – displaces DNA intercalator in HCV helicase counter-screen | DNA fluorescent intercalator displacement, fluorescence | inhibition, % at 7.9 µM | 0.17% of 290,000 active | AID 1845; in the data active = inhibition above about 37%;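 note: 0% = vehicle and 100% = reference compound; higher means more ethidium bromide displaced from hairpin DNA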
CRFR2-BP ag – CRF-BP/CRF-R2 complex agonism | AID 588473 | activation, % at 13.2 µM | HEK293 CRF-R2/CRF-BP, calcium dye fluorescence (FLIPR); percent of saturating CRF peptide response | 0.46% of 350,000 active;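 active = activation of at least 50%, plus an integration ratio under a set limit after plate pattern correction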;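 note: plate controls were neutral control wells without compound for no effect and CRF at EC100 for full effect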
MEKK3 PB1 HTS – raises or lowers MEK5 binding to the human MEKK3 PB1 domain; Q99759; bead-based flow cytometry, Alexa488-MEK5 binding to MEKK3; actives lie on both sides; 0 = blocked by unlabeled MEK5, 100 = vehicle; binding response (% of control), % at 10 µM; 1.4% of 290,000 active; AID 1529;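 active = binding response more than 3 SD above or below the average of its plate-row segment, actives on both sides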;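 note: Alexa488 bead fluorescence after subtracting the streptavidin-only scavenger bead signal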
Target sequence (Q99759 whole entry, looked up, the tested form may be a part): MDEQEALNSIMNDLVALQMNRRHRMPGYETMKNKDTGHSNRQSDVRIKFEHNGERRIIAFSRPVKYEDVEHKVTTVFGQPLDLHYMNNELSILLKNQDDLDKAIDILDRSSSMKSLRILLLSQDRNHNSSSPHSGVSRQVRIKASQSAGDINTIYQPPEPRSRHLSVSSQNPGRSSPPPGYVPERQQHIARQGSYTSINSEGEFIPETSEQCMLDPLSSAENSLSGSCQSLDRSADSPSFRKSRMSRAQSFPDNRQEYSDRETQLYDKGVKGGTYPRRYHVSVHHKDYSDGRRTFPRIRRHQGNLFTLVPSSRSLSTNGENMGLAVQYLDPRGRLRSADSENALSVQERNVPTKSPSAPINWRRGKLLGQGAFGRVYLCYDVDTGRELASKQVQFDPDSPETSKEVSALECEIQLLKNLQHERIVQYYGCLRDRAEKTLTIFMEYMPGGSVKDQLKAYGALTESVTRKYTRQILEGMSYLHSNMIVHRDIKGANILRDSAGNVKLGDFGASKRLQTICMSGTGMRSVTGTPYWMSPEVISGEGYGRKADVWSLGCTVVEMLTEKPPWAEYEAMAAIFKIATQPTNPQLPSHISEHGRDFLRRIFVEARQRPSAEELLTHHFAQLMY
MEKK2 mut-MEK5 – signal of MEK5 binding to mutant human MEKK2 PB1 domain | bead flow cytometry, Alexa488-MEK5 binding to MEKK2 mutant | percent response, % at 10 µM | 0.35% of 290,000 active | AID 1530; in the data active = percent response above about 24%, passing the limit was not always enough; note: inactives centre near 1; some results filed as inactive read as strong as hits
Active calls of the source: *; nt = not tested or not shown; & = joins results of further samples; [ ] = dose if it differs, or a comment. These rows are one share of the data, so the mix of outcomes need not match the whole.

SMILES	MEKK2wt PB1 HTS	GalR3 antagonist	CRFR2-BP antag	UBC9 SUMO inh	NS3 helicase inh	FID counter	CRFR2-BP ag	MEKK3 PB1 HTS	MEKK2 mut-MEK5
COc1ccccc1NC(=O)N1CCCC1C(=O)NCc1ccc2c(c1)OCO2 (stereo not drawn)	97	6	1	10	1	-7	-0.7	91	-5
CCCN1CCN(C(=O)C(NC(=O)c2ccco2)C(C)C)CC1 (stereo not drawn)	103	-7	8	-5	6	-6	-0.2	102	11
COc1ccc(C2=NO[C@@H]3C(=O)N(C4CCCCC4)C(=O)[C@H]23)cc1OC	97	-5	10	4	-6	-6	0.1	102	-1
Cc1ccsc1CN(C)Cc1nc(C2CC2)no1	101	-5	6	-3	3	-5	-0.8	95	-1
CCn1cc(/C=N/NC(=O)COc2cccc3cccnc23)c2ccccc21	94	-3	-7	-10	-23	-21	-1.9	93	-2
COCCCN(CC(=O)Nc1ccc(N2CCOCC2)cc1)S(=O)(=O)c1ccccc1	97	4	2	4	-2	-13	-1.0	103	-5
O=C(CSc1nc2ccsc2c(=O)n1Cc1ccc(C(=O)O)cc1)NCC1CCCO1 (stereo not drawn)	97	0	2	4	7	-14	-2.3	97	-1
NS(=O)(=O)c1ccc(NC(=O)COC(=O)CSc2n[nH]c(-c3ccccc3)n2)cc1	108	-9	3	15	-8	0	-0.5	109	5
CN(c1c(C#N)c(C(F)(F)F)nn1C)N(S(C)(=O)=O)S(C)(=O)=O	92	-4	9	-12	6	4	1.7	87	-2
Cc1nc2ccccc2c(=O)n1NC(=O)c1ccccc1Br	105	-8	18	-8	8	0	-1.5	106	6
Cc1cc(C(=O)Nc2ccc3c(c2)OCCO3)c(C)o1	103	2	27	-18	4	-2	-8.6	101	1
NC(=O)/C(=C/c1ccc2c(c1)OCO2)NC(=O)c1ccco1	97	-2	15	0	8	-2	1.8	100	-1
O=C1OCCN1/N=C/c1ccc([N+](=O)[O-])o1	87&52	nt	-3	-13	2	-6	2.7	87&83	4&-67
CCOC(=O)N1CCN(S(=O)(=O)c2ccc(C)c([N+](=O)[O-])c2)CC1	99	-1	15	2	-4	0	-3.4	102	0
O=C(Cn1nnc2ccccc21)OCC(=O)c1ccc(Cl)cc1	96	3	nt	33	1	-13	nt	98	2
Cc1ccc(S(=O)(=O)c2nc(S(=O)(=O)c3ccccc3)sc2N2CCN(C)CC2)cc1	112	-3	1	9	-17	10	0.1	105	6
CC(=O)Nc1cc(Cl)ccc1OS(=O)(=O)c1ccc(C)cc1	118	0	-2	-1	10	-8	1.6	113	0
Cc1ccc(N2CC(C(=O)Nc3nnc(SCC(N)=O)s3)CC2=O)cc1 (stereo not drawn)	110	2	13	7	6	-18	-0.2	104	11
CCOc1ccc(-n2ccc(=O)c(C(=O)O)n2)cc1	100	-7	9	14	-1	2	-1.5	97	-1
Cc1c(N2C(=O)CSC23C(=O)Nc2ccccc23)c(=O)n(-c2ccccc2)n1C (stereo not drawn)	104	3	17	28	-6	2	-0.9	110	3
OC(CN1CCN(c2ccccn2)CC1)Cn1c2ccc(Cl)cc2c2cc(Cl)ccc21 (stereo not drawn)	137*	-3	-24	-8	-33	19	1.1	111	13
CC(C)(CCO)NC(=S)NC1CC2C=CC1C2 (stereo not drawn)	101	-1	-5	-23	11	-3	-1.4	100	-2
CC[n+]1c(C)cc(C)n1-c1ccccc1	95	-7	1	5	-4	3	0.7	99	0
CCC(CC)C(=O)Nc1nc(-c2ccc3c(c2)CCN3C(=O)C2CC2)c(C)s1	100	1	0	-16	2	-4	-0.2	99	6
Cc1ccc(C(C(=O)NCc2ccc(F)cc2)N(Cc2ccco2)C(=O)c2snc(C(N)=O)c2N)o1 (stereo not drawn)	96	0	1	-5	-5	-31	-0.8	101	-5
Cc1c(C(=O)N(C)c2ccc(Cl)cc2)cnn1-c1ccccc1	97	-8	-1	-8	0	-33	0.2	103	0
O=C(CCS(=O)(=O)c1ccc(Br)s1)NC1CCCCCC1	94	-2	-11	14	-3	-9	0.8	95	-3
COC(=O)c1c(C)oc(C)c(C(=O)OC)c1=O	100	-1	0	-8	-1	-2	3.1	102	5
CCOC(=O)C1(Cc2ccc(Cl)cc2)CCN(C(=O)c2cscn2)CC1	95	12	-14	-6	0	-29	-1.2	99	-10
COc1cccc(C(=O)Oc2ccc(N3C(=O)CCC3=O)c(C)c2)c1	106	-2	9	21	-3	-8	-3.0	107	1
Cc1ccc(-c2csc3ncn(C(C)C(=O)O)c(=O)c23)cc1 (stereo not drawn)	100	-5	17	8	6	-9	9.2	95	3
CCN1C(=O)C(CC(=O)Nc2ccc(OC)cc2)N(Cc2cccs2)C1=S (stereo not drawn)	101	-7	-30	7	-11	-8	-1.2	103	5
NC(=O)C1CCN(S(=O)(=O)c2cccc(S(=O)(=O)N3CCCCC3)c2)CC1	nt	-3	-7	4	2	-3	-0.3	nt	nt
CC(C)(C)C(=O)O/N=C(\N)c1ccc([N+](=O)[O-])s1	100	-7	-1	0	-5	5	-1.2	102	-3
COc1ccccc1Nc1nn2c(=O)c3ccc(C(=O)N4CCCCC4)cc3nc2s1	99	-7	-11	6	1	-5	-5.2	100	5
Cc1ccc(N(C(=O)c2snc(C(N)=O)c2N)C(C(=O)NCCC(C)C)c2ccco2)cc1 (stereo not drawn)	86	-3	-8	-9	-9	-29	-1.2	95	-7
O=C(CCNc1n[nH]c(=O)[nH]c1=O)N/N=C\c1ccc(Br)cc1	99	-3	1	5	-9	-6	-1.6	101	3
S=c1[nH]nc(CCc2ccccc2)n1-c1ccc(Cl)cc1	99	-2	-25	6	-3	-21	1.0	103	1
CSc1nc(N2CCOCC2)c2c3c(sc2n1)CCCC3	123	10	-9	1	1	-2	-0.8	114	19
O=C(Nc1nc(-c2ccccc2)cs1)Nc1ccc(F)cc1F	110	-8	-18	26	-6	-2	3.9	105	-9
Cc1noc(C)c1COc1ccc(CC(=O)NCCc2ccccc2)cc1	99	-4	11	15	12	-24	-0.7	99	2
CCNc1nc(NCC)nc(SCCOc2ccc(C)cc2)n1	97	-10	5	-14	-10	-16	1.2	101	-2
Cc1cc(C)nc(-n2nc(C)cc2NC(=O)CNC2CCCCC2)n1	102	-3	15	-5	-3	-8	-6.5	101	3
CCOC(=O)CNC(c1ccccc1)c1cc(Br)ccc1NC(=O)CCN1CCOCC1 (stereo not drawn)	105	-1	-7	17	11	-2	0.0	103	2
COc1ccc(CCN2C(=O)c3[nH]nc(-c4ccccc4O)c3C2c2cccc(O)c2)cc1OC (stereo not drawn)	114	0	-14	6	-14	-29	-0.6	119	4
CCOC(=O)c1sc(N(Cc2ccccc2)C(=O)COC(=O)c2ccc(O)cc2)nc1C	100	-6	1	-6	1	-6	1.7	98	0
CC(C)C[C@H](NC(=O)OC(C)(C)C)C(=O)N[C@@H](CO)[C@H](O)[C@@H]1C[C@@H]1C(=O)N1CCCC1	105	0	-10	7	10	-21	-0.6	104	2
CC1=CC(C)(C)n2c(O)c(N=NC(N)=S)c3c(C)ccc1c32	107	14*	7	33	6	4	-1.6	101	14

One compound at a time, as listed above. Order of screens: MEKK2wt PB1 HTS	GalR3 antagonist	CRFR2-BP antag	UBC9 SUMO inh	NS3 helicase inh	FID counter	CRFR2-BP ag	MEKK3 PB1 HTS	MEKK2 mut-MEK5
CC1=CC(C)(C)n2c(O)c(N=NC(N)=S)c3c(C)ccc1c32 as listed: 107	14*	7	33	6	4	-1.6	101	14
COc1ccc(CCN2C(=O)c3[nH]nc(-c4ccccc4O)c3C2c2cccc(O)c2)cc1OC (stereo not drawn) as listed: 114	0	-14	6	-14	-29	-0.6	119	4

Reprinted at random: 2 records from the list
SMILES	MEKK2wt PB1 HTS	GalR3 antagonist	CRFR2-BP antag	UBC9 SUMO inh	NS3 helicase inh	FID counter	CRFR2-BP ag	MEKK3 PB1 HTS	MEKK2 mut-MEK5
O=C(Nc1nc(-c2ccccc2)cs1)Nc1ccc(F)cc1F	110	-8	-18	26	-6	-2	3.9	105	-9
COc1ccc(CCN2C(=O)c3[nH]nc(-c4ccccc4O)c3C2c2cccc(O)c2)cc1OC (stereo not drawn)	114	0	-14	6	-14	-29	-0.6	119	4

Remaining list, next part:
SMILES	MEKK2wt PB1 HTS	GalR3 antagonist	CRFR2-BP antag	UBC9 SUMO inh	NS3 helicase inh	FID counter	CRFR2-BP ag	MEKK3 PB1 HTS	MEKK2 mut-MEK5
CC(C(=O)NCCc1ccc(F)cc1)N1CCN(Cc2ccccc2)CC1 (stereo not drawn)	104	-5	2	4	0	-5	-3.6	104	7
Cc1cc(C)cc(OCc2nnc(SCC(=O)OC(C)C)o2)c1	101	-8	-15	5	3	-25	-3.8	100	2
O=C1NC(=O)/C(=C/c2ccccc2OCc2ccccc2)S1	99	-4	1	8	6	-21	0.9	98	-1
O=C(CSCc1ccc(Cl)cc1)NCC1CCCO1 (stereo not drawn)	90	-2	-2	0	-2	-3	-0.7	82	-5
Cc1cc2c(=O)n(CC(=O)N3CCN(c4ccccc4)CC3)cnc2s1	105	3	-1	12	4	-4	-2.1	105	3
Cc1ccc(-c2nnn(Cc3nc4ccccc4s3)n2)cc1	97	-4	-17	0	-2	-10	6.6	97	-4
CC(=O)c1ccc(NC(=S)NC(=O)c2c(Cl)c(C)nn2C)cc1	101	-10	-29	21	0	-6	-1.7	100	0
Cc1cccc(NC(=O)CS(=O)(=O)c2cn(C)c3ccccc23)c1	100	-2	-19	-6	-4	-5	-3.1	95	5
CCOc1ccccc1NC(=S)N1CCCc2ccccc21	102	-4	12	-16	-1	0	-0.6	106	-3
CCn1cc(CCCC(=O)NCc2cccc(OC)c2)c2ccccc21	105	-9	4	0	16	-30	-6.8	105	1
COc1ccccc1/C=N/NC(=S)NCc1ccco1	94	-8	-6	3	1	-11	-0.8	93	-4
CC1(c2ccc(OC(F)F)cc2)NC(=O)N(CC(=O)Nc2ccc(S(N)(=O)=O)cc2)C1=O (stereo not drawn)	49	-8	-3	13	2	2	-0.6	46*[inhibitor]	-17
CCN1CNC(=S)N(c2cc(C)ccc2C)C1	86	-4	10	16	2	-2	0.7	90	-5
Cc1c(C)c2ccc(OCC(=O)Nc3ccccn3)cc2oc1=O	103	-3	-1	-6	1	-5	-0.6	105	3
N/C(=N\OC(=O)c1cccc(Br)c1)c1ccncc1	101	-4	18	26	5	-4	-0.7	91	1
Brc1ccc(CSc2nnc(-c3cnccn3)n2Cc2ccco2)cc1	nt	-10	41	7	13	1	-2.3	nt	nt
Cc1cc(C)c(S(=O)(=O)NC2CCN(Cc3ccccc3)CC2)c(C)c1	115	-8	-11	-12	-14	5	0.5	106	9
Cc1cc(C)c2nc(N3CCOCC3)c(C#N)cc2c1	102	-1	-5	1	4	0	-4.0	103	1
CCCn1c(C)cc(C(=O)CSc2nc3nc(C)cc(C)n3n2)c1C	104	-1	3	10	-3	-19	-1.3	135*	1
O=C(O)C(Oc1ccc2cc(-c3ccc(Cl)cc3)c(=O)oc2c1)c1ccccc1 (stereo not drawn)	106	-8	13	45	15	-19	0.4	106	3
CCOc1ccc(NC(=O)COC(=O)c2ccc3c(c2)C(=O)N(CCc2ccccc2)C3=O)cc1	102	-5	-23	-30	8	-5	1.3	103	-2
Cc1n[nH]c(C)c1S(=O)(=O)N1CCN(C(=O)c2ccco2)CC1	103	3	5	16	-9	0	-1.4	105	5
CCN(CC)c1ccc(NC(=O)CCCOc2cccc(C)c2)cc1	90	-10	9	0	-6	3	-1.7	96	-10
COc1ccc(N2CCN(C(=O)NC(=O)c3ccc(Cl)cc3)CC2)cc1	106	-2	2	0	-12	-17	-0.9	103	7
CCCCN(C)Cc1c(C)[nH]c2c(ccc3ccccc32)c1=O	100	-11	-18	17	6	3	3.9	96	1

Compound activity from PubChem.
